Screens deposited in PubChem by several laboratories.
GC-A act: GC-A (human) enzyme activation | P16066 | HEK293 GC-A cells, cGMP TR-FRET, EC30 ANP; 0% at EC30 ANP, 100% saturating ANP | activation, % at 10 µM | 0.14% of 370,000 active; in the data active means activation above about 40%
hgDAF12 agonist: hgDAF-12 agonism, primary luciferase screen. 1.8% of 370,000 active. HEK293 GAL4-hgDAF12 UAS-luciferase reporter, agonist luminescence; normalized to butyrate control. activation, % at 6.8 µM;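 active means activation above a cutoff set at the mean of all screened compounds plus 3 SD, cut at about 10% in these data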;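 further: 0% = DMSO wells and 100% = sodium butyrate wells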
DAX1 inh-1: inhibits human nuclear receptor DAX1; P51843; 0.99% of 340,000 active; HEK293 Gal4-DAX1 luciferase reporter, luminescence; inhibition, % at 6.75 µM; AID 504766;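 active means inhibition above the mean over all tested compounds plus 3 SD, cut at about 4.2% in these data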;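 further: 0% = DAX1-transfected cells with DMSO and 100% = empty-vector control cells with DMSO; inhibition shows as a rise in luminescence from relieved DAX1 repression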
Target sequence (P51843 207-470 limits assumed): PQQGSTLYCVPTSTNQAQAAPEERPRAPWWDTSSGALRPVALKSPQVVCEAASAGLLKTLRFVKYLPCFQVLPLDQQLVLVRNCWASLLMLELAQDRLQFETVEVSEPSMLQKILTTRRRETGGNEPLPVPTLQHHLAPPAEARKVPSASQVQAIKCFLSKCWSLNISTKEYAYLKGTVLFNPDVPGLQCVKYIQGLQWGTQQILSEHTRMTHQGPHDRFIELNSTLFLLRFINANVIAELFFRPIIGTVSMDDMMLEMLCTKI
hcDAF12 agonist: activates DAF-12 receptor from parasite H. contortus; HEK293 hcDAF-12 lit1-tk-luc reporter, luminescence; 0% DMSO, 100% Δ7-dafachronic acid; activation, % at 6.8 µM; 1.4% of 370,000 active; AID 652067;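 active means activation above the mean of all tested compounds plus 3 SD, cut at about 5.5% in these data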;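 further: 100% = response to 3 µM Δ7-dafachronic acid high control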
SMARCA2 activ: SMARCA2 function activation, primary screen; MG213 cells, MMTV-luciferase reporter, dexamethasone, overnight; activation, % at 9.1 µM; 1% of 370,000 active; in the data active means activation above about 7.8%;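 further: 0% = vehicle wells and 100% = reference activator wells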
DAX1 inh-2: DAX1 (NR0B1) inhibition, primary screen; HEK293T StAR-luciferase reporter, SF-1/DAX-1 repression relief; inhibition, % at 6.8 µM; 1.1% of 370,000 active; AID 652010;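 active means inhibition above the mean over all tested compounds plus 3 SD, cut at about 3.6% in these data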;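 further: 0% = DAX-1 cells with DMSO and 100% = cells lacking DAX-1 with DMSO; higher inhibition means more luminescence from relief of DAX-1 repression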
GAA850 FXN act: activators of GAA850 frataxin (FXN) promoter; HEK293 lucGAA850 FXN promoter luciferase reporter, 24 h; percent of 10 µM SAHA response; activation, % at 6 µM; 0.56% of 360,000 active;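 active means activation above the average of all compounds screened plus 3 SD, cutoff fixed separately per campaign, cut at about 7.5% in these data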;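 further: 0% = DMSO wells and 100% = 10 µM SAHA wells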
NPR2 activator: GC-B (human) receptor activation; 0.11% of 370,000 active; P20594; activation, % at 10 µM; HEK293-GC-B cells, CNP EC30, cGMP TR-FRET; 0% at EC30 CNP, 100% saturating CNP; AID 1920062;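 active means activation at 10 µM reaching about 35% in either raw or pattern-adjusted values, limit read from the data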
ADAM10 inh: inhibits human ADAM10; recombinant ADAM10, EDANS/DABCYL FRET peptide cleavage, 3 h; inhibition, % at 7 µM; 0.62% of 370,000 active;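 active means inhibition above a per-campaign cutoff equal to the mean of compounds falling between control-based bounds plus 3 SD, cut at about 20% in these data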;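 further: 0% = DMSO wells while the 100% control is not disclosed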
HGIII-sPLA2 inh: Inhibits HGIII-sPLA2 liposome hydrolysis, primary screen | Q9NZ20 | QFRET BODIPY PC-A2 liposome hydrolysis, fluorescence | inhibition, % at 12.2 µM | 0.56% of 370,000 active;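 active means inhibition above mean plus 3 SD of compounds lying within the high and low control bounds, cut at about 19% in these data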;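 further: 0% = median of test compound wells and 100% = no enzyme DMSO wells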
Target sequence (Q9NZ20 whole entry, looked up): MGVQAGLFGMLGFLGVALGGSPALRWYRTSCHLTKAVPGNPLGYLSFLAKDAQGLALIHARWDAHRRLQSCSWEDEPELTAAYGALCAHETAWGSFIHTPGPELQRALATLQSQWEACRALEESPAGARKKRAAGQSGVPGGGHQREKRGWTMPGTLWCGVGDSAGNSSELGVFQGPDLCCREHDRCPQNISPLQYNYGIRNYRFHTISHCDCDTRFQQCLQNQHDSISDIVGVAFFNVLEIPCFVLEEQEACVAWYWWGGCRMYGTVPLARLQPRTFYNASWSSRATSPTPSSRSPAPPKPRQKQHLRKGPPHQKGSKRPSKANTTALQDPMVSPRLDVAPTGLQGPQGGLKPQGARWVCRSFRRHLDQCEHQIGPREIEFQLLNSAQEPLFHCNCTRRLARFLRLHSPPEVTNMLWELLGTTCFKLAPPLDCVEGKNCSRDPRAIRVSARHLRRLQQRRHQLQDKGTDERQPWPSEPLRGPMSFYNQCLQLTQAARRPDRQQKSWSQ
ssDAF12 agonist: activates DAF-12 receptor from parasite S. stercoralis; HEK293 ssDAF-12/GRIP1 lit1-tk-luc reporter, luminescence; % of 3 µM dafachronic acid response; activation, % at 6.8 µM; 1% of 370,000 active;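 active means activation above the mean over all tested compounds plus 3 SD, cut at about 0.9% in these data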;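 further: 0% = DMSO-only wells and 100% = 3 µM delta7-dafachronic acid wells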
Active calls of the source: *; . = not tested or not shown.

SMILES	GC-A act	hgDAF12 agonist	DAX1 inh-1	hcDAF12 agonist	SMARCA2 activ	DAX1 inh-2	GAA850 FXN act	NPR2 activator	ADAM10 inh	HGIII-sPLA2 inh	ssDAF12 agonist
CC1(C)CC(=O)C/C(=N/NC(=O)COc2ccc(Cl)cc2Cl)C1	3	-1.0	2.0	0.1	-4	-0.3	1.6	2	-9	-6	0.2
CC(C)NC(=O)c1ccc(CS(=O)(=O)c2ccc(Br)cc2)o1	2	-4.2	1.0	-1.7	0	0.2	-0.6	2	-8	4	-1.1
COC(=O)[C@H](C(C)C)N1CCc2nnn(Cc3ccccc3)c2-c2cc(F)ccc2S1(=O)=O	-1	1.2	.	-1.5	0	0.5	.	1	1	-1	-0.9
Cc1ccc(C)c(NC(=O)CCN2CCCC(C)C2)c1 (stereo unspecified)	-4	1.3	3.1	-2.0	-2	0.2	-0.7	-4	-5	5	-1.2
O=C1CC(c2cccc(Cl)c2)c2cc3c(cc2N1)CCC3 (stereo unspecified)	.	-3.0	-3.7	-1.9	-2	-3.2	-1.3	.	5	-1	-1.8
Cc1nc2cc(OCc3cc(C(=O)NC(C)c4cn(C)nc4C)no3)ccc2s1 (stereo unspecified)	3	-1.3	0.1	-3.9	-1	-2.4	-1.4	2	-6	3	-1.7
Cc1ccc(/C=N/n2c(C)cc(C)c(C#N)c2=O)cc1	4	1.8	0.0	-1.7	-3	-0.2	-2.0	6	-9	6	-1.5
CCOC(=O)C(=O)N1CCC(C(=O)OCC)CC1	4	0.6	1.2	1.6	0	1.1	1.6	1	-3	-10	-0.7
COc1ccc(C(=O)Nc2ncc3c(n2)-c2ccccc2CC3)cc1	4	-3.0	1.4	-0.9	0	-0.7	-1.8	0	-18	-3	-1.8
Cc1nc2ccccc2n1C1CCN(CC(=O)Nc2ccccc2Br)CC1	4	-5.8	-2.1	-3.8	-3	-2.4	0.4	-3	6	-16	-1.3
CCS(=O)(=O)N1CCC(C(=O)Oc2ccc(C(=O)OC)cc2)CC1	0	1.7	3.3	3.9	-3	0.2	-0.3	-2	1	2	-1.2
Cc1ccc(NC(=O)CSc2ccc3nnc(-c4ccccn4)n3n2)cc1	-1	-0.9	-0.8	-1.6	1	-1.2	1.9	0	-5	0	-1.3
O=C(N/N=C/c1ccc2c(c1)OCO2)c1cccc2ccccc12	-5	2.7	0.8	-3.3	2	-0.8	-4.6	-4	0	6	-0.8
C(=N\N(Cc1ccccc1)c1ccccc1)/c1cccnc1	6	-0.6	-1.5	0.1	-2	-0.8	-0.2	2	12	-2	-1.4
CCOc1ccc(N(CC(=O)NCc2ccco2)C(=O)CCC(=O)Nc2ccccn2)cc1	2	1.2	-1.5	-1.4	0	-0.3	0.7	1	-3	-6	-1.3
O=C(NCCC1=CCCCC1)C1CCCN(S(=O)(=O)c2ccc(F)cc2)C1 (stereo unspecified)	-1	4.4	1.5	2.0	0	-0.4	0.1	0	5	1	-0.8
O=C(NCc1ccc(F)cc1)C(=O)Nc1nc(C23CC4CC(CC(C4)C2)C3)cs1	3	-1.5	0.4	-1.9	-1	0.0	2.4	0	-7	5	-0.5
O=c1[nH][nH]c2ccccc2c1=O	7	0.7	.	3.5	-3	1.0	1.7	2	0	5	0.1
COc1ccc(CSCC(=O)Nc2ccc(S(=O)(=O)N3CCCCCC3)cc2)cc1	-2	0.0	-0.3	-0.4	1	-0.3	0.8	3	13	-10	-1.2
CCN1CCN(c2ncnc3c2sc2nc(N4CCOCC4)c4c(c23)CCC4)CC1	4	1.4	2.0	0.3	1	0.1	-0.8	3	-8	-1	-1.7
CCOC(=O)[C@]12CCCC=C1N(CCCOC)C(=O)[C@@H]2CC(=O)N1CCSCC1	2	-1.5	.	-1.6	-3	0.2	.	3	3	1	-1.1
CC(C)c1c(O)nc(SCC(=O)N2CCCCC2)[nH]c1=O	1	0.5	-0.3	-4.2	-3	0.1	-1.1	0	-4	5	-0.8
COc1ccc(CC(=O)N(Cc2ccccc2)c2ccc(C)cc2)cc1S(=O)(=O)N1CCOCC1	-4	3.9	-0.3	-1.2	0	3.2	-2.4	-6	-12	-4	-1.2
CCC(CC)C(=O)c1c[nH]c(C(=O)NCc2ccccc2OC)c1	-5	2.2	-0.9	-3.3	-4	-0.1	0.5	-4	-1	4	-1.3
CCC(=O)Nc1cccc(NC(=O)c2ccc(Br)cc2)c1	24	2.5	4.1	-0.8	0	0.1	1.8	-4	2	6	-1.1

No new results follow: 2 of the compounds above.
SMILES	GC-A act	hgDAF12 agonist	DAX1 inh-1	hcDAF12 agonist	SMARCA2 activ	DAX1 inh-2	GAA850 FXN act	NPR2 activator	ADAM10 inh	HGIII-sPLA2 inh	ssDAF12 agonist
CCC(CC)C(=O)c1c[nH]c(C(=O)NCc2ccccc2OC)c1	-5	2.2	-0.9	-3.3	-4	-0.1	0.5	-4	-1	4	-1.3
CCC(=O)Nc1cccc(NC(=O)c2ccc(Br)cc2)c1	24	2.5	4.1	-0.8	0	0.1	1.8	-4	2	6	-1.1

Additional entries follow:
SMILES	GC-A act	hgDAF12 agonist	DAX1 inh-1	hcDAF12 agonist	SMARCA2 activ	DAX1 inh-2	GAA850 FXN act	NPR2 activator	ADAM10 inh	HGIII-sPLA2 inh	ssDAF12 agonist
CCCCCc1nnc(NC(=O)c2cccc(S(=O)(=O)N3CCOCC3)c2)s1	-4	-0.9	0.8	-2.6	-2	1.3	-0.4	6	-3	-11	-1.4
C=CCOC(=O)c1ccccc1C(=O)OCC=C	-3	3.1	2.1	-1.2	1	0.8	1.2	-6	-9	8	-1.6
CC1CCN(S(=O)(=O)c2ccc(C(=O)OCc3ccc4c(c3)OCO4)cc2)CC1	2	2.1	0.7	-0.4	0	-0.4	-2.4	1	-7	-4	-1.6
COC(=O)c1ccccc1N=Nc1c(N)[nH][nH]c1=O	-17	-4.6	0.0	-1.2	1	0.4	0.0	-6	0	8	-1.7
Cc1cc(-c2ccccc2C(=O)NC2CCCCC2)on1	4	-1.5	3.5	0.0	-2	-0.1	1.6	1	-4	13	-1.2
Cn1cccc1C(=O)OCC(=O)NC1CCS(=O)(=O)C1 (stereo unspecified)	3	-0.6	2.0	1.1	-1	0.4	1.2	1	-2	8	2.5*
Nc1ncnc2c1ncn2[C@@H]1O[C@H](CN2CCCS2(=O)=O)[C@@H](O)[C@H]1O	0	-4.1	0.2	-2.5	1	-0.5	-1.0	1	-2	18	-1.0
Cc1cccc(NCc2ccc(N(C)C)cc2)n1	-5	6.8	3.4	2.4	2	0.8	4.2	-2	2	9	0.1
CCOc1ccc(NC2=C(OC)C(=O)c3ccccc3C2=O)cc1	-5	2.2	1.2	3.3	-2	0.8	2.5	-3	-1	3	0.6
O=P(c1ccccc1)(c1ccccc1)C(c1ccccn1)P(=O)(c1ccccc1)c1ccccc1	-38	-1.7	.	-1.4	-2	0.5	1.6	-18	2	0	-0.9
COc1cccc(C2C(C(=O)c3ccco3)=C(O)C(=O)N2CCCN2CCOCC2)c1OC (stereo unspecified)	2	1.0	1.6	1.2	-1	-0.2	-0.3	-2	6	0	-0.7
CC1(C)CC(=O)C2=C(C1)Nc1ccccc1NC2c1ccc(F)cc1 (stereo unspecified)	-6	0.4	0.9	1.7	-1	-0.6	-1.1	-4	-4	-2	-1.1
S=C(NCCc1ccccn1)Nc1cc(Cl)cc(Cl)c1	0	-2.8	-0.2	-1.6	-2	-0.3	0.7	-3	4	-8	-0.6
CCC(=O)N1C(Cc2ccccc2)COC1(C)C (stereo unspecified)	-1	1.0	-1.4	-1.6	8.9*	0.1	1.4	9	-1	-3	-0.8
CCc1ccc(/C(C)=N/NC(=O)C(O)c2ccccc2)s1 (stereo unspecified)	0	-0.3	0.2	-0.5	6	-0.3	0.9	2	10	-1	-2.4
O=C(Cc1ccccc1)NC(NCCCN1CCOCC1)(C(F)(F)F)C(F)(F)F	0	-1.0	-0.3	-1.6	-1	0.3	1.7	2	5	5	-1.3
COc1cccc(Nc2nc(-c3ccccc3)nc3ccccc23)c1	15	-0.4	-0.8	-1.0	-3	-1.0	0.3	6	-45	-15	-1.0
CC1(C(=O)NS(=O)(=O)c2ccc3ccccc3c2)CCN1C(=O)CC1CCCCC1 (stereo unspecified)	-2	0.0	.	-1.0	2	-0.4	0.4	3	4	-15	-1.3
COc1c(Br)cc(Br)cc1C(=O)Nc1ccccc1N1CCCC1	-10	2.1	0.6	1.4	-3	0.5	-1.2	-2	-9	4	-1.1
O=C(NC1CCc2ccccc21)C1CCN(S(=O)(=O)c2ccc(-n3cnnn3)cc2)CC1 (stereo unspecified)	3	-0.3	-0.2	-0.9	-1	-0.8	-1.5	1	-3	0	-1.0
O=c1c2cnn(-c3ccc(F)cc3)c2ncn1Cc1cccnc1	-3	-1.1	-0.2	-2.0	0	-0.4	-2.7	-7	-3	0	-1.2
O=C(NCCCl)Nc1ncn[nH]1	5	-3.0	2.2	-1.1	-4	-0.3	-1.2	1	-7	13	-0.9
CCCC(=O)Nc1ccc(OCC(=O)OC)cc1	1	-1.6	0.7	1.7	-3	0.0	-1.0	6	1	10	-0.7
O=S1(=O)CC2NC(=S)N(c3cccc(Br)c3)C2C1 (stereo unspecified)	2	0.9	.	0.2	7	0.2	-1.5	-2	7	-2	-0.8
O=C(NC(c1ccccc1)c1ccccc1)c1cccc(S(=O)(=O)NCc2ccccc2)c1	-1	4.9	-1.5	-0.3	-2	-0.4	0.1	-2	18	-36	0.0
SMILES	GC-A act	hgDAF12 agonist	DAX1 inh-1	hcDAF12 agonist	SMARCA2 activ	DAX1 inh-2	GAA850 FXN act	NPR2 activator	ADAM10 inh	HGIII-sPLA2 inh	ssDAF12 agonist
O=c1[nH]c2ccc(Cl)cc2c(-c2ccccc2)c1[N+](=O)[O-]	-1	-4.4	0.5	-1.7	-2	-0.5	2.0	-2	4	-18	-1.6
O=C(c1ccco1)N1CCN(C(=O)C2CC(c3ccccc3F)=NO2)CC1 (stereo unspecified)	-7	-0.8	0.7	-0.9	-5	0.5	0.8	-1	9	9	-1.2
COC(=O)Cc1ccc(OCc2ccc(Cl)nc2)cc1	1	8.8	0.2	1.6	7	2.1	2.6	-3	1	-2	-2.0
COc1ccc(CNC(=S)N/N=C(\C)c2ccc(OC)cc2)cc1	0	2.2	-0.5	-0.9	0	-0.3	0.7	-2	11	6	-1.2
O=C(CNC(=O)c1ccc2c(c1)OCO2)NCc1cccs1	2	5.1	-2.2	0.0	5	0.1	2.2	6	2	4	-0.7
O=C(CN1C(=O)S/C(=C\c2ccc(C(=O)O)cc2)C1=O)Nc1ccccc1	-2	0.1	1.6	-0.5	-1	0.5	1.1	6	-5	9	-1.1
CC(O)(CC(=O)CC(=O)c1ccccc1)c1ccccc1 (stereo unspecified)	1	0.2	-0.2	-0.5	4	0.3	1.2	3	-2	-12	-1.1
COC(=O)CCCn1cc(CN2CC(N(C)C)CS2(=O)=O)nn1 (stereo unspecified)	3	2.8	.	1.8	-1	-0.4	.	2	-9	-3	-0.3
CC(=O)Oc1cc2c(C(=O)NCc3ccncc3)c(C)oc2c2ccccc12	27	2.1	-1.4	-2.3	-2	-1.6	1.6	4	-8	-13	-1.1
COC(=O)c1c(NC(=O)CSc2ccccc2N)sc(C)c1C	-7	-3.6	-2.2	-0.9	-3	0.1	2.1	-10	4	-5	-1.9
O=C(Cc1ccc(-c2ccccc2)cc1)NCc1ccccc1	-2	-5.8	0.1	5.2	1	1.9	2.7	1	-8	-3	0.6
